# AID inh = Primary qHTS assay for inhibitors of Activation Induced Cytidine Deaminase (AID): AID signal; AID deamination FRET fluorescence, UDG-coupled, 4 h; Potency, µM (doses to about 115 µM), for the others: at the highest dose activity change, negative = inhibition, most hits filed as inhibitors; actives 0.32% (n = 91,000); further: nearly all actives have a fitted effect of over 25% in size
# Target sequence (Q9GZX7 whole entry, looked up): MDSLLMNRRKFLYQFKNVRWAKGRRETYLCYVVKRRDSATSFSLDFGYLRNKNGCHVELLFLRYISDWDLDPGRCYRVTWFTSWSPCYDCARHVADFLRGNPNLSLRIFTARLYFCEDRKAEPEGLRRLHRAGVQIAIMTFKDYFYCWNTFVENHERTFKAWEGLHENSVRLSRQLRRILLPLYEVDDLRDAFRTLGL
# UDG counter = Primary qHTS assay for inhibitors of Activation Induced Cytidine Deaminase (AID): UDG Counterscreen signal; AID 1347430, 2020; actives 0.14% (n = 91,000); Potency, µM (top dose mostly 115 µM), for the others: at the highest dose activity change, negative = inhibition, hits mostly inhibitors; FRET deamination/UDG coupled assay, UDG read, 4 h; further: nearly all actives have a fitted effect of over 65% in size
# An asterisk follows results filed as active; ? = inconclusive; & = joins results of further samples; [ ] = dose if it differs, or a comment. The call rests on the fitted dose curve; in most records, active means well fitted curve in the direction sought with a large enough effect; inconclusive means small, poorly fitted or top-dose-only effect, or another doubt; inactive means no such curve, though single readings can be large; an effect the other way counts as inactive or inconclusive. On the % scale 0 is the no-effect control and ±100 the full control effect; potency means the concentration at half of the fitted maximal effect.
# Start of the listing, in advance (three entries):
SMILES,AID inh,UDG counter
Cc1ccc(C(=O)OCC(=O)NCc2ccc3c(c2)OCO3)cc1F,1.5%,-2.7%
O=C(NCCc1ccc(Cl)cc1)C(=O)NCC(c1ccco1)S(=O)(=O)c1ccccc1 (configuration not stated),2.6%,0.4%[57.5 µM]
CCN(CC)c1ccc(NC(=O)COCc2cc(-c3ccc4c(c3)OCO4)on2)c(C)c1,3.0%,-22.1%

# Main list, repeating the preview:
SMILES,AID inh,UDG counter
Cc1ccc(C(=O)OCC(=O)NCc2ccc3c(c2)OCO3)cc1F,1.5%,-2.7%
O=C(NCCc1ccc(Cl)cc1)C(=O)NCC(c1ccco1)S(=O)(=O)c1ccccc1 (configuration not stated),2.6%,0.4%[57.5 µM]
CCN(CC)c1ccc(NC(=O)COCc2cc(-c3ccc4c(c3)OCO4)on2)c(C)c1,3.0%,-22.1%
CCCCCc1ccc(/C=C/C(=O)O)cc1,-11.3%,4.7%
CCNCc1cccc(Oc2nnnn2-c2ccccc2)c1,-5.2%,7.2%
Cn1c(=O)[nH]c(=O)c2c1nc(N)n2CC(O)COc1ccc(Cl)cc1 (configuration not stated),-4.3%,-0.6%
Cn1c(CNC(=O)CSc2nc(-c3cccc(Cl)c3)nc3cc(=O)[nH]n23)nc2ccccc21,-10.7%,-21.7%
Cc1ccc(N2C(=O)CCSC23C(=O)N(Cc2ccc(F)cc2)c2ccccc23)cc1 (configuration not stated),-24.2%,38.3%[activator]
CCOc1cc(C)c(S(=O)(=O)NCC(C)O)cc1C (configuration not stated),-3.9%,-10.2%
CCCn1nc(C(=O)N2CCC(C(=O)OC)CC2)c2ccccc2c1=O,2.0%,-0.7%
Cc1ccc(C)c(-n2c3nc(=O)[nH]c(=O)c-3cc3c(C)nn(-c4ccccc4)c32)c1,-8.2%,10.5%
CCOc1ccccc1CNC(=O)c1ccc(CS(=O)c2ccc(OC)cc2)o1 (configuration not stated),0.6%,-2.4%
COc1ccc(C2CC(=O)c3cnc4c(-c5ccccc5)c(C)nn4c3C2)c(OC)c1 (configuration not stated),9.1%,-4.4%
Cc1c(Cl)ccc2sc(NC(=O)c3ccc(S(=O)(=O)N4CCCC4)cc3)nc12,-0.7%,2.7%
CCOC(=O)N1CCN(Cc2nc3cc(NC(=O)c4ccc(F)cc4)ccc3n2C(C)C)CC1,?,-1.8%
CN(C)c1ccc(CNS(=O)(=O)c2csc(C(N)=O)c2)cc1,6.5%,-6.0%
Cc1cn2c(=O)cc(COC(=O)C(C)Oc3ccccc3)nc2s1 (configuration not stated),-5.1%&115.9%,-2.0%&-23.1%
Cc1ccc(C(=O)CCC(=O)Nc2ccc(C)cc2C)cc1,0.8%,33.6%[activator]
O=C(C1COc2ccccc2O1)N(Cc1cccnc1)c1nc2ccc(F)cc2s1 (configuration not stated),5.1%&2.5%,-4.9%&3.2%
COc1ccc(NC(=O)CN2C(=O)CCc3cc(S(=O)(=O)N4CCOCC4)ccc32)cc1Cl,-10.2%,-1.4%
Cc1ccc2c(C=O)c(C)[nH]c2c1,-1.4%,3.9%
Cc1ccc(OCCSc2nc3ccc(NC(=O)c4ccco4)cc3s2)cc1,16.3%,59.7%[activator]
CN(CCOC(=O)c1ccc2c(c1)OCO2)C(C)(C)C,7.4%,5.4%
Cc1cc(C=O)c(C)n1C,2.4%,4.2%
O=C(NCCc1c[nH]c2ccccc12)c1cc(F)ccc1F,0.7%,-1.8%
CCc1cccc(NS(=O)(=O)c2ccc3c(c2)n(C)c(=O)c(=O)n3C)c1,-26.8%,0.9%[57.5 µM]
CCOC(=O)c1oc2cc(OS(C)(=O)=O)ccc2c(=O)c1-c1ccccc1OC,-3.4%,-4.8%
O=C(c1ccc2c(c1)N(Cc1cccc(Cl)c1)C(=O)c1ccccc1S2)N1CCOCC1,?,-0.5%
CC(C)(Oc1ccc(Cl)cc1)C(=O)Nc1ccc2oc(-c3ccncc3)nc2c1,-0.6%,47.1%[activator]
COc1ccc(N2CCN(C(=O)c3cn(C4CCCCC4)c(=O)c4c3c3ccccc3n4C)CC2)cc1,?,-12.8%
CCOC(=O)CC(NC(=O)Cn1nnc(-c2ccccc2C)n1)c1ccc(OC)cc1 (configuration not stated),3.3%,6.9%
COc1ccc(Cl)cc1NC(=O)c1oc2ccc(S(=O)(=O)N3CCCCC3)cc2c1C,-4.1%,-16.4%
Cc1ccc(NC(=O)Cn2c(=O)n(CCCCC(=O)NCCc3ccccc3)c(=O)c3ccccc32)cc1,0.4%,-6.4%
CCCn1c(CN(Cc2ccccc2)Cc2ccccc2)nc2c1c(=O)[nH]c(=O)n2C,-0.3%,-0.5%
CCOc1ccc(-n2cc(-c3ccccc3)c3c(NCc4ccccc4)ncnc32)cc1,-18.9%,1.5%[57.5 µM]
Cc1cccc(NC(=O)CSc2nc3c([nH]c4ccccc43)c(=O)n2C)c1C,14.1%,-0.1%[57.5 µM]
N#Cc1ccc(NCc2cc(Br)ccc2F)cc1,-18.6%,-7.4%
O=C(NC(c1ccc(Cl)cc1)c1cccnc1)c1ccccc1 (configuration not stated),-4.4%,-0.1%
CCOc1ccccc1Nc1nc2ccccc2c2nncn12,-5.4%,-3.1%
O=C(CCNc1nc(Cl)nc2nc[nH]c12)NC1CC1,3.9%,-10.7%

# Part of the list above, with each value named.
CC(C)(Oc1ccc(Cl)cc1)C(=O)Nc1ccc2oc(-c3ccncc3)nc2c1
  AID inh = -0.6% | UDG counter = 47.1%[activator]
CCOc1ccc(-n2cc(-c3ccccc3)c3c(NCc4ccccc4)ncnc32)cc1
  AID inh = -18.9% | UDG counter = 1.5%[57.5 µM]

# (list continues)
SMILES,AID inh,UDG counter
CCCCNC(=O)CSc1nc2cc3c(cc2c(=O)n1CCCCCC(=O)NCc1ccc(OC)cc1)OCO3,11.3%,7.8%
COc1ccc(-n2cnc3cc(C(=O)NC4CCCC4)ccc32)cc1,19.8%,9.5%
C#CCNC(=O)CN(Cc1cccs1)C1CC1,3.4%,-0.7%
CSc1ccccc1C(=O)Nc1cc(Cl)cc(Cl)c1,-1.9%,6.2%
Oc1c(C2CCCCC2)cccc1C1CCCCC1,4.2%,-0.3%
N#Cc1ccccc1N=Cc1ccc(F)cc1,-2.1%,0.8%
O=S(Cc1ccccc1)Cc1ccc(Cl)cc1Cl (configuration not stated),-3.6%,-5.1%
Cc1ccccc1NC(=O)Cn1nnc(C(=O)NCc2cccs2)c1N,18.3%,5.6%
CCOC(=O)C1CCN(C(=O)c2cnn(-c3ccc(C)cc3)c2-n2cccc2)CC1,-11.8%,1.8%
O=c1oc2ccccc2cc1-c1cn2cc(Cc3ccc(Cl)cc3)sc2n1,26.5%,-2.1%
CCCCCCOC(=O)C(C#N)c1nc2ccccc2nc1N1CCN(CC)CC1 (configuration not stated),-19.4%,-4.6%
COC(=O)C1=C(C(=O)c2ccc(C)cc2)C(c2ccc(C(=O)OC)cc2)n2nnnc2N1 (configuration not stated),-2.6%,4.4%
N#Cc1c(C2CC2)cc(C(F)(F)F)[nH]c1=O,-2.9%,-5.1%
O=C(N/N=C/c1ccccc1)C1CC1(c1ccccc1)c1ccccc1 (configuration not stated),-13.1%,-1.0%
FC(F)(F)c1cccc(-n2nnnc2C2(Nc3ccccc3)CCCCC2)c1,-15.9%,-11.8%
O=C(Nc1nc(-c2ccccn2)cs1)C1CC(=O)N(c2ccccc2Cl)C1 (configuration not stated),13.7%,-1.5%
CC(NC(=O)C1CCCC1)c1ccc(C(F)(F)F)cc1 (configuration not stated),6.0%,5.7%
CCCCc1ccc(Nc2nnc(SCc3nnc(C)o3)s2)cc1,-2.5%,-3.2%
CCCCN(CC)CCNC(=O)c1nn(C)c2c1CS(=O)(=O)c1ccccc1-2,-1.0%,4.8%
C=CCOC(=O)COc1ccc2oc(=O)cc(-c3cc4cccc(OC)c4o3)c2c1,-6.1%,4.5%
COc1ccc(-c2nnc(SCC(=O)Nc3cccc(C)c3)s2)cc1,1.1%,-0.9%
CCc1ccc(NC(=O)Cn2ccn(-c3ccc(OC)cc3)c(=O)c2=O)cc1,15.5%,-6.0%[57.5 µM]
COc1ccccc1CNC(=O)CCn1c(=O)c2ccccc2n(CC(=O)Nc2ccc(C)cc2Cl)c1=O,0.2%,-5.9%
CSc1ncc(C(=O)N2CCN(c3ccc(F)cc3)CC2)c(C)n1,5.1%,-8.4%[57.5 µM]
Cc1ccc(NC(=O)Cn2c(=O)n(CCCCC(=O)NCc3ccc4c(c3)OCO4)c(=O)c3ccccc32)cc1,15.9%,-0.3%
CCn1nc(C)c(CCN(C)C(=O)Nc2cccc(Cl)c2C)c1C,-9.2%,?
CC(C)c1cc(=O)oc2cc(OCC(=O)NCCc3ccc(F)cc3)ccc12,-17.1%,-1.0%
COC(=O)CCNC(=O)C(C)(C)c1ccccc1,2.5%,2.0%
COc1ccc(Cl)cc1NC(=O)CCCn1c(C)c2cnn(-c3ccccc3)c(=O)c2c1C,?,-25.5%
CC(Oc1ccccc1Cl)C(=O)NN (configuration not stated),0.9%,6.5%
Cc1ccc(OCc2nc(-c3ccccc3OCC(=O)N3CCCC(C)C3)no2)cc1 (configuration not stated),-13.5%,-9.7%
Cc1ccc(-n2ncc3c(NCCc4ccccc4)ncnc32)cc1Cl,-28.4%,?
COc1ccc(Cl)cc1Nc1ncnc2c1c(-c1ccccc1)cn2-c1ccccc1,-19.2%,4.9%[57.5 µM]
O=Cc1c[nH]c2cc(Cl)ccc12,-1.1%,2.1%
CCCOc1ccc(-c2ccc(C(=O)O)cc2)cc1,-8.0%,0.9%
O=C(CSc1nc2ccccc2s1)Nc1cc(C(F)(F)F)ccc1Cl,-8.6%,-6.5%
Cc1ccccc1OC(=O)c1nc(SCc2ccccc2F)ncc1Cl,21.5%,-13.8%
O=C(CN1CCN(c2ccc([N+](=O)[O-])c3cnccc23)CC1)Nc1cccc(F)c1,-0.3%,-6.4%
COCCn1c(SCc2ccc(C#N)cc2)nnc1-c1ccc(Cl)cc1,-1.6%,1.6%
COc1ccc(CCNC(=O)CCCn2c(=O)c3ccccc3n(Cc3ccccc3)c2=O)cc1OC,-4.1%,-14.7%

# Whole records, quoted from the list. Order of screens: AID inh	UDG counter
# CCn1nc(C)c(CCN(C)C(=O)Nc2cccc(Cl)c2C)c1C across the screens: -9.2%	?
# Cc1ccc(-n2ncc3c(NCCc4ccccc4)ncnc32)cc1Cl across the screens: -28.4%	?
# COC(=O)CCNC(=O)C(C)(C)c1ccccc1 across the screens: 2.5%	2.0%
# COc1ccc(Cl)cc1Nc1ncnc2c1c(-c1ccccc1)cn2-c1ccccc1 across the screens: -19.2%	4.9%[57.5 µM]
# CCc1ccc(NC(=O)Cn2ccn(-c3ccc(OC)cc3)c(=O)c2=O)cc1 across the screens: 15.5%	-6.0%[57.5 µM]

# Going on with the list:
SMILES,AID inh,UDG counter
CCOc1ccc2cc(C(=O)c3ccccc3)c(=O)oc2c1,-5.2%,-4.1%
O=C(Nc1ccc(-c2noc(/C=C/c3ccccc3)n2)cc1)c1ccc(Br)o1,6.3%,7.0%
CCCn1c2ccccc2c2cnn(CC(=O)NCCc3ccccc3)c(=O)c21,-21.0%,4.8%
Cc1ccc2nc(C)ccc2c1,37.3%,-9.5%
CCOC(=O)c1c(C)[nH]c(C(=O)OC(C)C(N)=O)c1C (configuration not stated),0.7%,-1.7%
O=C(CC1C=CCC1)Nc1cccc(OC2CCCC2)c1 (configuration not stated),-12.9%,-0.1%
COc1ccc(-c2[nH]c(-c3cccc(OC)c3)nc2SCC(=O)Nc2ccc3c(c2)OCO3)cc1,-12.2%,6.3%
Cc1cc(C(=O)NNC(=O)CCC2CCCCC2)c2ccccc2n1,-3.3%,1.5%
COc1ccc(C(C)C)cc1S(=O)(=O)NCCc1c(C)[nH]c2c(Cl)cccc12,-27.0%,?
Cc1ccc(C(=O)OC2CCOC2=O)s1 (configuration not stated),4.4%,-2.9%
O=C1Nc2ccccc2C1Cc1ccc(Br)cc1 (configuration not stated),-13.4%,-7.9%[57.5 µM]
CC(=O)Nc1ccc(NCc2nnc3n2CCCCC3)cc1,15.4%,4.9%
CCOCCOc1nc2c(c(=O)n(C)c(=O)n2C)n1Cc1ccc(C)cc1,-1.0%,0.1%
Cc1cc(C)c(NC(=O)CCCc2cccs2)c(Cl)c1,0.1%,0.7%
NNc1cc(Cl)c(Cl)cc1Cl,3.0%,-6.6%
CCNC(=S)N/N=C(/C)c1ccc(Cl)c(Cl)c1,-5.2%,-5.1%
Cc1cc(C(=O)NCCC(c2ccccc2)c2ccccc2)c2ccccc2n1,-6.4%,0.1%
COc1ccc(/C=C(/C#N)c2nc(-c3ccc(-c4ccccc4)cc3)cs2)cc1,5.0%,-4.3%
CN=c1scc(-c2cccs2)n1/N=C/c1cccs1,-6.4%,0.2%
CCN(CC)S(=O)(=O)c1ccc2c(c1)N(CC(=O)NCc1ccccc1)C(=O)C1CCCCN21 (configuration not stated),14.2%,10.6%
Cn1c(SCC(=O)N2CCCCC2)nc2ccsc2c1=O,-9.8%,0.9%
CCC(=O)Nc1ccc(Cl)cc1C,-1.3%,-6.7%
Cc1ccc(S(=O)(=O)c2cn(C)c3cc(N4CCN(c5ccccc5)CC4)c(F)cc3c2=O)cc1,-14.0%,-6.3%
CNC(=O)C1CCC(Cn2c(=O)c3sccc3n(CC(=O)Nc3ccc(C)cc3C)c2=O)CC1 (configuration not stated),43.3%[activator],12.2%
Cc1ccccc1NC(=O)c1c(NC(=O)c2ccncc2)sc2c1CCC(C(C)(C)C)C2 (configuration not stated),-7.1%[57.5 µM],-10.0%[57.5 µM]
Cc1ccc(C(c2sc3nc(-c4ccco4)nn3c2O)N2CCCC2)cc1 (configuration not stated),2.6%,-2.5%[57.5 µM]
CCc1ccc(CCC(=O)N2CCC(C(=O)Nc3cc(C)ccn3)CC2)cc1,-8.0%,-1.5%

# Source: PubChem BioAssay (National Center for Advancing Translational Sciences (NCATS))

# Some of the compounds tested; rates above refer to the full screens.
